# AI-2 QS modul = Vibrio harveyi AI-2 quorum sensing modulation | Vibrio harveyi JMH597 AI-2 luminescence/OD600 ratio, 9 h; stronger effect = lower value; strain lacks LuxN and CqsS sensors; 0 = neutral-control median | AID 2094 | actives 0.4% (n = 300,000) | activity change, % at 7.5 µM; in the data active = activity change below about -75%, passing the limit was not always enough;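 also: luminescence divided by OD600 gain over 9 h not by final OD600 alone; inactives centre near 13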
# MrgX1 agonist = human MrgX1 receptor agonism, primary screen. AID 588627. MrgX1-HEK293 cells, Fluo-4 calcium fluorescence, agonist mode; stronger effect = higher value. B-score at 10 µM. actives 0.44% (n = 310,000). Q96LB2;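 active = calcium response B-score plate-corrected fluorescence ratio at least 3 library SD, with starting fluorescence B-score inside 5 SD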
# Target sequence (Q96LB2 whole entry, looked up): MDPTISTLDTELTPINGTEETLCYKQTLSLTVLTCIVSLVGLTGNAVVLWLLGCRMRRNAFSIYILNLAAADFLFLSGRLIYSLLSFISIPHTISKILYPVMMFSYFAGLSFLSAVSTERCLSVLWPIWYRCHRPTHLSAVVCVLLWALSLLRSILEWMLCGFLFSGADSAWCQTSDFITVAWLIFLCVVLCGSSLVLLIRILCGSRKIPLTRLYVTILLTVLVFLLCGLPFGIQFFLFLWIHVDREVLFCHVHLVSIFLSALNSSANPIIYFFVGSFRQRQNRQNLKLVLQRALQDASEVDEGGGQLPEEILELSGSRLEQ
#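 Material – MrgX1-expressing HEK293 cells · Input – 15,000 cells seeded per well · Dosing – compound as first of three additions · Times – overnight seeding, then 1 h dark dye loading · Measured by – kinetic Fluo-4 NW fluorescence of intracellular calcium · Read-out – B-scored fluorescence response ratio · Benchmarks – positive and negative control wells on each plate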
# MrgX1 PAM = human MrgX1 positive allosteric modulation, primary screen | Q96LB2 | MrgX1-HEK293, Fluo-4 calcium flux, FDSS; stronger effect = higher value | B-score at 10 µM | actives 0.63% (n = 310,000);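 active = plate-corrected calcium response at least 3 library SD above typical, normal starting fluorescence, not activating the receptor alone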;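 also: compound read alongside a low EC10 to EC30 dose of BAM8-22 agonist; peak minus trough fluorescence over baseline measured at the second addition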
# TRPC6 inhibitor = blocks the mouse TRPC6 cation channel | Q61143 | HEK293-TRPC6, membrane potential dye, ACh-evoked depolarization; stronger effect = lower value | B-score at 10 µM | actives 1.1% (n = 310,000);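 active = B-score under library mean minus 3 SD, initial fluorescence not abnormally high, positive integrated signal ratio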;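 also: B-score derived from integrated fluorescence ratio over the kinetic read; more negative B-score means stronger inhibition of depolarization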
# HIF activator = HIF pathway transcriptional activation; U2OS HRE-luciferase reporter, luminescence; normalized: DMSO 0%, desferrioxamine 100%; AID 1910; activation, % at 7.5 µM (by protocol); actives 0.32% (n = 300,000);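 active = mean activation of at least 10% of the iron chelator positive control signal, with at least half of replicates also reaching 10%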
# TRPC6 activator = activators of mouse TRPC6 channel. Q61143. HEK293-TRPC6 membrane potential dye fluorescence; stronger effect = higher value. B-score at 10 µM. actives 0.13% (n = 310,000). AID 2550;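 active = B-score of the integrated fluorescence ratio above library mean plus 3 SD, and starting fluorescence ratio within library mean plus 5 SD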;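 also: higher score means more depolarization so channel activation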
# TRPC4 PAM = TRPC4 (mouse) allosteric potentiation | actives 0.42% (n = 310,000) | Q9QUQ5 | B-score at 10 µM | HEK293 TRPC4beta/mu-opioid, DAMGO EC20, Fluo-4 Ca2+ flux; stronger effect = higher value;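 active = B-score of calcium response area above 5 SD of library B-scores, with initial fluorescence ratio within 5 SD of library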;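 also: B-score of integrated fluorescence ratio over time as area under calcium response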
# TRPC4 block = inhibitors of mouse TRPC4 channel. Q9QUQ5. HEK293 TRPC4beta/mu-opioid, DAMGO-evoked Fluo4 calcium flux; stronger effect = lower value. B-score at 10 µM. actives 0.39% (n = 300,000). AID 2247;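 active = B-score over 3 SD under the library average, no early fluorescence shift, positive overall ratio signal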
#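 Assay system: Stable TRPC4beta/mu-opioid receptor HEK293 cells | Reagent: DAMGO in two steps, submaximal then maximal | Compound dosing: Single concentration per test compound | Signal: Fluo4 Ca2+ flux fluorescence | Evaluation: Per-well B score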
# TRPC4 agonist = TRPC4 (mouse) channel activation; Q9QUQ5; HEK293 TRPC4beta/mu-opioid, Fluo4 calcium fluorescence; stronger effect = higher value; B-score at 10 µM; actives 0.49% (n = 310,000); AID 2237;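 active = B-score above 5 SD of library B-scores, and initial fluorescence ratio not above library mean plus 5 SD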;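 also: positive B-score marks a calcium rise read as TRPC4 activation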
#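 Assay system: HEK293 stable line with TRPC4beta plus mu-opioid receptor; schedule: 45 min room-temperature Fluo4 loading, 110 s read; technique: kinetic Fluo4 calcium fluorescence; evaluation: integrated baseline-normalised fluorescence ratio, converted to per-well B score; controls: buffer (low) and maximal DAMGO (high)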
# PolyA inhibitor = inhibitors of polyadenylation in S. cerevisiae; S. cerevisiae SKY197-pL101 polyadenylation reporter, beta-gal luminescence; efflux-impaired pdr1/pdr3 knockout yeast; score 100 = 6 SD above DMSO; calls only at 12 µM; actives 0.02% (n = 300,000);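 active = lowest replicate activity score at least 50, where 100 means six control SD above control mean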;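 also: yeast exposed to compound for 9 h at 30 °C; higher score means more reporter readthrough which indicates perturbed polyadenylation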
# MrgX1 antagonist = human MrgX1 receptor antagonism, primary screen | MRGX1-HEK293 calcium flux, Fluo-4, BAM8-22 antagonism; stronger effect = lower value | Q96LB2 | B-score at 10 µM | AID 588676 | actives 1.3% (n = 310,000);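 active = calcium-response B-score plate-corrected more than 3 library SD below zero, starting fluorescence within 5 deviations, no agonist response on first addition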;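 also: peak minus trough fluorescence over baseline after final BAM8-22 challenge near maximal dose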
# Starred values were filed as active, the others as inactive; i = inactive; . = no result given. A portion of the library, so the mix of outcomes need not match the whole.
# Every second line gives: AI-2 QS modul, MrgX1 agonist, MrgX1 PAM, TRPC6 inhibitor, HIF activator, TRPC6 activator, TRPC4 PAM, TRPC4 block, TRPC4 agonist, PolyA inhibitor, MrgX1 antagonist
- O=[N+]([O-])c1ccc(Cl)cc1CNc1ccc(F)c(F)c1
  -11, i, i, i, -0.6, i, i, i, i, i, i
- COCCN1C(=O)C(=O)/C(=C(/O)c2ccc(OC(C)C)cc2)C1c1cccnc1 (configuration not stated)
  29, i, i, i, ., i, i, i, i, i, i
- COc1ccc(OC)c(/C=N\NC(=O)c2c(C)nc3cc(C)ccn23)c1
  30, i, i, i, -0.2, i, i, i, i, i, i
- Cc1cccc(Cn2nc(C(C)(C)C)cc2C(=O)N2CCOCC2)c1
  17, i, i, i, -6.4, i, i, i, i, i, i
- C/C(=C\C(=O)c1cccnc1)Nc1ccc(O)cc1
  15, i, i, i, -0.4, i, i, i, i, i, i
- NCCC(=O)N1c2ccccc2Sc2ccccc21
  29, i, i, i, -1.0, i, i, i, i, i, i
- CS(=O)(=O)c1ccc2nc(NC(=O)CCC(=O)c3cccs3)sc2c1
  -96*, i, i, i, 1.1, i, i, i, i, i, i
- CN1CCN(C(=O)c2cc3c(s2)-c2ccccc2S(=O)(=O)C3)CC1
  17, i, i, i, 0.4, i, i, i, i, i, i
- CCc1noc(C)c1C(=O)OCC(=O)NC(=O)c1ccccc1OC
  25, i, i, i, 0.1, i, i, i, i, i, i
- CCc1cc(C(=O)N2CCN(c3ccccn3)CC2)sc1C
  20, i, i, i, 0.1, i, i, i, i, i, i
- Fc1ccccc1N1CCN(CC2CCCCC2)CC1
  3, i, i, i, -0.8, i, i, i, i, i, i
- CSc1cccc(CN2CCN(Cc3ccc(F)c(F)c3)C(CCO)C2)c1 (configuration not stated)
  2, i, i, i, 0.1, i, i, i, i, i, i
- COCCN(C(=O)CCC(=O)Nc1cc(C)on1)C(C(=O)NC(C)(C)C)c1ccccc1Cl (configuration not stated)
  15, i, i, i, -0.9, i, i, i, i, i, i
- Nn1c(SCC(=O)Nc2ccc3c(c2)OCO3)nnc1C1CCCCC1
  26, i, i, i, -0.6, i, i, i, i, i, i
- Brc1ccc(-c2ccc(/C=N/Nc3nncc(-c4ccccc4)n3)o2)cc1
  9, i, i, i, 0.8, i, i, i, i, i, i
- Cc1nnc(SCCN2CCOCC2)c2nn(-c3ccccc3F)c(C)c12
  3, ., ., i, 0.5, i, i, i, i, i, .
- CNC(=O)/C(C#N)=C/c1ccc(-c2nc3ccccc3s2)o1
  -4, i, i, i, 0.4, i, i, i, i, i, i
- CC(=O)Nc1cccc(-c2csc(NCc3ccco3)n2)c1
  12, i, i, i, -0.6, i, i, i, i, i, i
- NS(=O)(=O)c1ccc(CNC(=S)NCc2ccc(F)cc2)cc1
  -7, i, i, i, -0.2, i, i, i, i, ., i
- COc1ccc(CP(=O)(c2ccccc2)c2ccccc2)cc1
  9, i, i, i, 0.8, i, i, i, i, i, i
- Cc1ccc(NC(=O)Cn2cccc2)cc1Cl
  10, i, i, i, ., i, i, i, i, i, i
- CCN1C(=O)c2cccc3c(S(=O)(=O)Nc4ccncc4)ccc1c23
  5, i, i, i, -0.8, i, i, i, i, i, i
- O=C(CCCNS(=O)(=O)c1ccccc1)NCc1ccco1
  5, i, i, i, -0.5, i, i, i, i, i, i
- O=C(NCCCN1CCOCC1)c1ccc2c(c1)N(Cc1c(F)cccc1Cl)C(=O)CS2
  6, i, i, i, -0.1, i, i, i, i, i, i
- N#Cc1ccccc1CSc1nc(N)cc(N)n1
  38, i, i, i, -19, i, i, i, i, ., i
- CCOC(=O)c1ccc(NC(=O)Cn2c(C)nc3c(sc(=S)n3CC)c2=O)cc1
  33, i, i, i, 0.3, i, i, i, i, i, i
- Nc1nc(N2CCN(c3ccccn3)CC2)nc2ccccc12
  14, i, i, -6.9*, 5.2, i, i, i, i, i, i
- CC1CCCCC1NC(=O)C1CCN(S(=O)(=O)c2cccc3nonc23)CC1 (configuration not stated)
  19, i, i, i, -1.1, i, i, i, i, i, i
- CC(=NCCCn1ccnc1)c1c(C)[nH]n(-c2ccc([N+](=O)[O-])cc2)c1=O
  24, i, i, -5.5*, 0.4, i, i, i, i, i, i
- Cc1cc(C)c2c(CN3CCOCC3)cc(=O)oc2c1
  4, i, i, i, 0.2, i, i, i, i, i, i
- CCOC(=O)c1ccccc1NC(=O)COC(=O)C1CC(=O)N(c2ccc3c(c2)OCCO3)C1 (configuration not stated)
  ., i, i, i, 0.1, i, i, i, i, i, i
- COc1ccccc1OCCn1ccnc1
  23, i, i, i, -13, i, i, i, i, i, i
- C=CCNc1nc(NCc2ccccc2)c(C#N)c2c1CN(C)CC2
  6, i, i, -6.5*, -0.5, i, i, i, i, i, i
- NC(=O)C1CCN(C(=O)CC2(CC(=O)O)CCCC2)CC1
  37, i, i, i, -0.2, i, i, i, i, i, i
- CCOc1ccc(Cl)cc1S(=O)(=O)N1CCC(C(=O)NC2CC2)CC1
  6, i, i, i, 0.4, i, i, i, i, i, i
- Cc1ccc2oc(=O)c3cnn(CC(=O)N4CCCc5ccccc54)c3c2c1
  11, i, i, i, -0.2, i, i, i, i, i, i
- CN(c1ccc(C(=O)Nc2ccccn2)cc1)S(=O)(=O)c1ccccc1
  -4, i, i, i, 2.3, i, i, i, i, i, i
- NC(=O)NC(=O)C(Nc1ccc(N2CCCCC2)cc1)c1ccccc1 (configuration not stated)
  -1, i, i, i, 0.3, i, i, i, i, i, i
- CC(C)n1c(O)c(N=NC(=O)C2COc3ccccc3O2)c2ccccc21 (configuration not stated)
  27, i, i, i, -0.3, i, i, i, i, i, i
- COc1cc(CNc2ccc3[nH]c(=O)[nH]c3c2)cc(Br)c1OCc1ccccc1F
  11, i, i, i, 0.6, i, i, i, i, i, i
- Cc1nn(-c2ccccc2)c(C)c1C(=O)OCC(=O)NC(=O)NC1CCCCC1
  19, i, i, i, 0.4, i, i, i, i, i, i
- [O-]C1=N/[N+](=C/c2ccccc2)CC1
  10, i, i, i, -0.3, i, i, i, i, i, i
- C/C(=N\NC(=O)c1cccc(S(=O)(=O)N2CCOCC2)c1)c1ccc(OC(F)F)cc1
  30, i, i, i, 1.3, i, i, i, i, i, i
- Cn1c(C2=C(O)CN(Cc3ccccc3)C2=N)[n+](C)c2ccccc21
  0, i, i, i, ., i, i, i, i, ., i
- CCCCOc1ccc(/C(N)=N/O)cc1
  31, i, i, i, 1.4, i, i, i, i, i, i
- CCN1C(=O)/C(=C\c2ccc3c(c2)OCO3)C(C(=O)OC)=C1C
  33, i, i, i, -1.6, i, i, i, i, i, i
- COc1ccc(NC(=O)Cc2c[nH]c3ccccc23)cc1S(=O)(=O)N1CCOCC1
  17, i, i, i, -0.6, i, i, i, i, i, i
- Cc1ccccc1-n1c(SCC(=O)N/N=C/c2c(C)nn(-c3ccccc3)c2C)nc2ccccc2c1=O
  10, i, i, i, -2.8, i, i, i, i, i, i
- Cc1cc(S(=O)(=O)N2CCCc3ccccc32)ccc1-n1cnnn1
  24, i, i, i, -0.2, i, i, i, i, i, i
- CC1(C)CC(=O)C(C=NCCN2CCN(C3CC(=O)N(c4ccc(Br)cc4)C3=O)CC2)=C(O)C1 (configuration not stated)
  41, i, i, i, -0.2, i, i, i, i, i, i
- Cc1c(Cc2ccccc2)c(=O)oc2cc(OCC(=O)NCc3ccccn3)ccc12
  ., i, i, i, 0.1, i, i, i, i, i, i
- Cc1cc(-c2ccc(/C=N/n3cnnc3)o2)ccc1Cl
  9, i, i, i, -0.2, i, i, i, i, i, i
- CS(=O)(=O)c1ccc2nc(NC(=O)Nc3cccc(Cl)c3)sc2c1
  0, i, i, i, 2.6, i, i, i, i, i, i
- C=CCn1c(=O)c(C(=O)NCc2ccccc2Cl)c(O)c2ccccc21
  13, i, i, i, -0.5, i, i, i, i, i, i
- Nc1ccc2oc(-c3ccccn3)nc2c1
  16, i, i, i, 1.3, i, i, i, i, i, i
- O=C(c1ccc(S(=O)(=O)Nc2ccccc2)cc1)N1CCCC1
  22, i, i, i, 0.4, i, i, i, i, i, i
- COc1ccccc1NC(=O)COC(=O)c1c[nH]c(=O)[nH]c1=O
  18, i, i, i, 0.0, i, i, i, i, i, i
- Cc1cc(C(=O)N/N=C/c2ccc3ccccc3c2)n[nH]1
  4, i, i, i, ., i, i, i, i, ., i
- COc1cccc(C(C(=O)NC(C)(C)C)N(CCc2ccccc2)C(=O)CCC(=O)Nc2cc(C)on2)c1OC (configuration not stated)
  24, i, i, i, 0.1, i, i, i, i, i, i
- COC(=O)c1c(NC(=O)c2cccc(S(=O)(=O)N3CCN(C)CC3)c2)sc(C)c1C
  14, i, i, i, -0.2, i, i, i, i, i, i

# Next section
# Every second line gives: AI-2 QS modul, MrgX1 agonist, MrgX1 PAM, TRPC6 inhibitor, HIF activator, TRPC6 activator, TRPC4 PAM, TRPC4 block, TRPC4 agonist, PolyA inhibitor, MrgX1 antagonist
- COC(=O)CC1C(=O)NCCN1C(=S)NC(=O)C(c1ccccc1)c1ccccc1 (configuration not stated)
  8, i, i, i, -0.1, i, i, i, i, i, i
- CC1CCN(C(=O)CSc2nc(N)c3c4c(sc3n2)CN(C)CC4)CC1
  17, ., ., i, 0.0, i, i, i, i, i, .
- CC(C)(C)C1CCc2onc(C(=O)Nc3cnn(Cc4ccc(F)cc4)c3)c2C1 (configuration not stated)
  20, i, i, i, -0.7, i, i, i, i, i, i
- CC(C)C(NC(=O)c1ccccc1NC(=O)c1ccccc1)C(=O)NNC(=O)c1ccncc1 (configuration not stated)
  28, i, i, i, -0.3, i, i, i, i, i, i
- COc1cccc(C(=O)Nc2ccc(C(=O)NCC(C)C)cc2)c1
  -8, i, i, i, -0.2, i, i, i, i, i, i
- O=C(NCc1nnc2c(C(F)(F)F)cc(Cl)cn12)C1CCCC1
  11, i, i, i, 0.0, i, i, i, i, i, i
- O=C(NCc1cccs1)c1ccc(Cl)s1
  28, i, i, i, 0.4, i, i, i, i, i, i

# Screening results from PubChem.
